Screening data as filed in PubChem BioAssay.
GoLoco inh red = qHTS Assay for Inhibitors of RGS12 GoLoco Motif Activity (Red Fluorophore); Gai1:RGS12 GoLoco peptide FP, rhodamine, 10 min; AID 880, 2007; 230,000 tested, 0.44% active; Potency, µM (top dose mostly 61.6 µM), without a hit: top-dose activity, negative = inhibition, usual class: inhibitors; active = well fitted inhibition curve with a large enough effect, not every such curve was filed as active; inactive = no such curve, though single readings can be large or run the other way; note: nearly all actives have a fitted effect of over 30% in size; many of its hits are not listed in these tables
Target sequence (P63096 whole entry, looked up): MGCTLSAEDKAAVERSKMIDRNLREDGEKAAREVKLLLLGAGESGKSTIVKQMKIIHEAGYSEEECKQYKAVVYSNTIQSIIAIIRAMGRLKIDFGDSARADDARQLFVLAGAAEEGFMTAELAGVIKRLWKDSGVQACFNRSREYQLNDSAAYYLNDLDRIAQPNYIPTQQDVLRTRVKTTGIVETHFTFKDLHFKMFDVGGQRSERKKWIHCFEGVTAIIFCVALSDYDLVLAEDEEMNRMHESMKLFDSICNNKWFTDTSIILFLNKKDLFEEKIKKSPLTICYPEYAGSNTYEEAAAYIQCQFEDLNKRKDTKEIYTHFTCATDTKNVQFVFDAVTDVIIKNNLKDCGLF
TRb SRC2 PPI = qHTS for Inhibitors of the Interaction of Thyroid Hormone Receptor and Steroid Receptor Coregulator 2; 280,000 tested, 0.065% active; Potency, µM (doses to about 106 µM), for inactives: at the highest dose activity change, negative = inhibition, hits mostly inhibitors; TRbeta-SRC2 peptide binding, fluorescence polarization; receptor liganded with 1 µM T3; AID 1469, 2008;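 note: plate controls were bound peptide for no effect and peptide without receptor for full effect; nearly all actives have a fitted effect of over 50% in size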
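Fluorescence polarization of 20 nM Texas Red SRC2 peptide with 0.6 uM human TRb ligand-binding domain, in Tris buffer with 1uM T3 and 5% DMSO. Incubated 5 hr ambient; normalized to unbound and bound controls.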
L3MBTL1 inh = qHTS Assay for the Inhibitors of L3MBTL1 | AlphaScreen L3MBTL1–H3K9me1 peptide binding | Potency, µM (series often up to 57.1 µM), for the others: at the highest dose activity, negative = inhibition, most hits filed as inhibitors | AID 485360, 2010 | 230,000 tested, 0.66% active | Lethal(3)malignant brain tumor-like protein 1 (Homo sapiens), Q9Y468; note: nearly all actives have a fitted effect of over 60% in size
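Displacement of a biotinylated histone H3(1-15) peptide monomethylated at Lys9 (75 nM) from L3MBTL1 (50 nM) was measured by AlphaScreen after a 30 min room-temperature compound incubation; cefsulodin titration served as intraplate control.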
TexasRed fluor = Total Fluorescence Counterscreen for Inhibitors of the Interaction of Thyroid Hormone Receptor and Steroid Receptor Coregulator 2. TRb/SRC2 Texas Red total fluorescence interference. Potency, µM (doses to about 106 µM), without a hit: top-dose fluorescence change, negative = quenching. 280,000 tested, 0.29% active. AID 1479, 2009; active = well fitted curve in either direction with a large enough effect; inconclusive = small, poorly fitted or top-dose-only effect
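Human TRb ligand-binding domain at 0.6 uM with 20 nM Texas Red SRC2 peptide in Tris buffer containing 1 uM T3 and 5% DMSO, incubated with compound 5 h at ambient temperature. Total fluorescence (555/632 nm) calculated as parallel + 2 × perpendicular.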
GAA spleen mod = qHTS Assay for Inhibitors and Activators of Human alpha-Glucosidase From Spleen Homogenate; human spleen homogenate, 4-MU-alpha-glucoside fluorescence; Potency, µM (doses to about 79.9 µM), for the others: at the top dose activity change, negative = inhibition, actives largely listed as inhibitors; 240,000 tested, 0.006% active;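 note: 0% = enzyme with vehicle and -100% = no enzyme basal signal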
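Human spleen homogenate (1 ug) with 4-methylumbelliferyl-alpha-D-glucopyranoside (1 mM final) in 50 mM citrate/phosphate pH 5.0, 0.01% Tween-20; 40 min at 37 C. Stopped at pH 10; 4-MU fluorescence Ex 365/Em 440 nm; AC50 by Hill fit.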
RECQ1 helicase = qHTS Assay for Inhibitors of RecQ-Like Dna Helicase 1 (RECQ1); ATP-dependent DNA helicase Q1 (Homo sapiens), P46063; RECQ1 DNA unwinding, red fluorescence kinetic read; Potency, µM (doses to about 57.3 µM), for the others: at the top dose activity, negative = inhibition, hits mostly inhibitors; 240,000 tested, 0.54% active; AID 2549, 2010;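 note: plate controls were vehicle for no effect and no enzyme for full effect; nearly all actives have a fitted effect of over 30% in size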
Target sequence (P46063 whole entry, looked up): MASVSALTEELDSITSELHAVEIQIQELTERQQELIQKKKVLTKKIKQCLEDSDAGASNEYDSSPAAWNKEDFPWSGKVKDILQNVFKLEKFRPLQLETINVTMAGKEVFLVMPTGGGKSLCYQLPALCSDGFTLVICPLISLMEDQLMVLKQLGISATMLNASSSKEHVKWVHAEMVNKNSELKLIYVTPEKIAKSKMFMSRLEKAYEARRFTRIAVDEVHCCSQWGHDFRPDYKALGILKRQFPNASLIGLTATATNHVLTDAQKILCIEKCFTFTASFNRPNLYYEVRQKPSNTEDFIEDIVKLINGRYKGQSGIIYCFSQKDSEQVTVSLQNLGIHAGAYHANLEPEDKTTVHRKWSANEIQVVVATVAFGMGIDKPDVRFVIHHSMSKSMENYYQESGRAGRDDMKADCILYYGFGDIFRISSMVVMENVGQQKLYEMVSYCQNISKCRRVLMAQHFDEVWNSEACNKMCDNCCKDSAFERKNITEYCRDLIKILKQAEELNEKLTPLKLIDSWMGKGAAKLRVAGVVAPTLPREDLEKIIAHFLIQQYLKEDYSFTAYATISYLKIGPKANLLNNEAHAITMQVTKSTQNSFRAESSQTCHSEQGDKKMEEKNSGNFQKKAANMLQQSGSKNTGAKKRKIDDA
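50 nM RECQ1T1 preincubated 15 min with compound in Tris pH 8.0 buffer with MgCl2, DTT, Tween-20 and 2.5 ug/ml poly(dI-dC); started with 200 nM TAMRA/BHQ-2 forked duplex and 2 mM ATP. Unwinding read as fluorescence (525/598 nm), two reads 2 h apart.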
GAA glycogen mod = qHTS Assay for Inhibitors and Activators of Human alpha-Glucosidase Cleavage of Glycogen | Potency, µM (highest dose often 76.4 µM), without a hit: at the highest dose activity change, negative = inhibition, usual class: inhibitors | Lysosomal alpha-glucosidase (Homo sapiens), P10253 | 300,000 tested, 0.38% active | recombinant GAA, glycogen substrate, Amplex Red glucose oxidase fluorescence;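 note: 0% = full enzyme reaction and -100% = no-enzyme basal signal; the screen sought inhibitors and activators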
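qHTS, 1536-well; enzyme 4 nM final; cpd up to 77 uM; substrate bovine liver glycogen 30 ug; 50 mM citrate/phosphate pH 5.0, 0.01% Tween-20; 37 C, 40 min; Amplex Red detection 45 min RT; Hill fit → AC50.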
GAA inhib = qHTS Assay for Inhibitors of Human alpha-Glucosidase as a Potential Chaperone Treatment of Pompe Disease. purified human GAA, 4-MU-alpha-glucoside fluorescence. Potency, µM (highest dose often 76.9 µM), for the others: top-dose activity change, negative = inhibition, most hits filed as inhibitors. 200,000 tested, 0.005% active;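 note: plate controls were uninhibited enzyme wells for no effect and no-enzyme background for full effect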
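Human enzyme at 4 nM with 400 uM 4-methylumbelliferyl-alpha-D-pyranoside, citrate/phosphate buffer pH 5.0, 0.005% Tween-20, 20 min at room temperature. Compounds up to 77 uM. 4-MU fluorescence (Ex 365/Em 440) read after NaOH/glycine stop; AC50 from Hill fit.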
Active calls of the source: *; i = inactive; u = inconclusive; x = not tested or not shown; [ ] = another dose, or the depositor's remark. Unless noted, calls come from the whole dose curve; as a rule, active = well fitted curve in the direction sought with a large enough effect; inconclusive = small, poorly fitted or top-dose-only effect, or another doubt; inactive = no such curve, though single readings can be large; an effect the other way counts as inactive or inconclusive. Unless noted, % is set by controls: 0 for no effect and ±100 for the full control effect; potency is the fitted concentration of half-maximal effect.

SMILES	GoLoco inh red	TRb SRC2 PPI	L3MBTL1 inh	TexasRed fluor	GAA spleen mod	RECQ1 helicase	GAA glycogen mod	GAA inhib
CC(=O)N1CCc2ccc(S(=O)(=O)N3CC(C)OC(C)C3)cc21 (stereo not drawn)	13%	-8%	29%	-7%	0%	-4%	0%	-1%
Cc1cc(C)nc(NC(=O)c2cccs2)n1	1%	7%	x	-6%	0%	3%	0%	x
CC(C)(C)c1ccc(N2C(=O)CC(C/C=C/c3ccccc3)C2=O)cc1 (stereo not drawn)	10%	-1%	x	-2%	3%	-12%	1%	x
CSc1nc2c(c(=O)[nH]1)C(c1ccc(F)cc1)CC(=O)N2 (stereo not drawn)	-6%	-5%	9%	0%	8%	8%	-3%	-1%
O=C(NCc1nnc(SCC(=O)N2CCCC2)o1)c1ccco1	3%	-7%	x	1%	1%	-1%	14%	8%
COc1ccc(OC)c(NC(=O)c2ccno2)c1	19%	-4%	x	-1%	5%	1%	7%	-6%
Cc1c2cnn(CC(=O)Nc3c(F)c(F)cc(F)c3F)c(=O)c2c(C)n1Cc1ccccc1F	84%[activator]	7%	x	-12%	2%	25µM*	12%	4%
Nc1nnc(SCC(=O)OCC(=O)Nc2ccccc2F)s1	0%	-1%	12%	-2%	x	-3%	7%	-3%
CC(=O)Nc1ccc(S(=O)(=O)Nc2ccccn2)cc1	2%	2%	8%	0%	0%	20%	16%	10%
Cc1ccc(S(=O)(=O)N2CCN(C(=O)CSc3nnnn3C)C2)cc1	3%	3%	0%[11.4 µM]	-7%	-5%	-7%	-2%	1%
CC(C)C[C@@H](CC(=O)N[C@@H](CCCN)CC(=O)N[C@@H]1CCCC[C@H]1C(=O)N[C@H](CC(=O)N[C@@H](CCC(=O)O)CC(=O)O)CC(C)C)NC(=O)[C@@H]1CCCC[C@H]1N	-4%	0%	x	-2%	0%	-1%	x	x
Cc1ccc(C(=O)Nc2nn(C)c3cccc(F)c23)cc1	2%	3%	-1%	0%	-2%	-12%	8%	1%[15.4 µM]
C=CCSc1nnc(-c2ccccc2NC(C)=O)c(=O)[nH]1	-13%	1%	-19%	0%	0%	3%	2%	5%
CCOc1cccc(-c2csc(C3COc4ccccc4O3)n2)c1 (stereo not drawn)	9%	-7%	2%	-1%	-14%	13%	1%	-1%
Cc1cccc(C)c1N1CCN(S(=O)(=O)N(C)C)CC1	19%	6%	3%	4%	4%	i	9%	8%
Cc1cccc(/C=N\NC(=O)c2csnn2)c1	-12%	-9%	-27%	-2%	-9%	16%	u	u
CCCSc1nnc(-c2c[nH]c3ccccc23)n1CC	-13%	0%	x	-1%	2%	-15%	8%	-5%
COc1ccccc1NC(=O)CN1CCN(c2ccccn2)CC1	-3%	2%	30%[11.4 µM]	0%	-4%	-1%	-3%	-2%
COc1ccccc1C(c1nnnn1CC1CCCO1)N1CCC(C(N)=O)CC1 (stereo not drawn)	4%	2%	17%	-1%	-4%	-10%	-10%	-14%
Cn1nc(-c2ccc(Cl)cc2)c2cc(C(=O)N3CCN(c4ccccc4)CC3)sc21	4%	5%	-1%	-3%	-1%	-15%	6%	-11%[15.4 µM]
COc1ccc(-c2csc3nc(-c4ccccc4)oc(=O)c23)cc1OC	20%	-4%	-9%	-2%	-2%	12%	9%	13%
Cc1ccc(NS(=O)(=O)c2ccc(CCC(=O)NCc3ccccn3)cc2)cc1	9%	4%	2%	1%	0%	i	-13%	-10%
O=C(NCCCN1CCOCC1)c1ccc(Sc2ccccc2Cl)c([N+](=O)[O-])c1	-5%	-2%	0%	-1%	-5%	2%	12%	-3%
COc1ccc(/C=C(\C#N)C(=O)NCc2cccs2)cc1OC	11%	-3%	-3%	0%	2%	8%	-3%	-15%
CCc1nnc(NC(=O)CN2C(=O)/C(=C/c3ccc(OC)c(OC)c3)SC2=S)s1	11%	0%	6%	-2%	-18%	-1%	-5%	8%

Of the compounds above, these have an NH in an aromatic ring:
SMILES	GoLoco inh red	TRb SRC2 PPI	L3MBTL1 inh	TexasRed fluor	GAA spleen mod	RECQ1 helicase	GAA glycogen mod	GAA inhib
CSc1nc2c(c(=O)[nH]1)C(c1ccc(F)cc1)CC(=O)N2 (stereo not drawn)	-6%	-5%	9%	0%	8%	8%	-3%	-1%
C=CCSc1nnc(-c2ccccc2NC(C)=O)c(=O)[nH]1	-13%	1%	-19%	0%	0%	3%	2%	5%
CCCSc1nnc(-c2c[nH]c3ccccc23)n1CC	-13%	0%	x	-1%	2%	-15%	8%	-5%

Additional structures:
SMILES	GoLoco inh red	TRb SRC2 PPI	L3MBTL1 inh	TexasRed fluor	GAA spleen mod	RECQ1 helicase	GAA glycogen mod	GAA inhib
CC(C)C(=O)SCCCCCCC(=O)Nc1nc(-c2ccccc2)cs1	x	3%	x	-1%	-6%	7%	x	x
Cc1cc(C)cc(Nc2nc3c(S(=O)(=O)c4ccccc4)nnn3c3ccccc23)c1	-8%	0%	1%	-1%	-20%	-7%	-4%	8%
CC(C)(C)[C@H]1C=C(C(=O)NCc2ccccc2)O[C@@H](OCc2ccc(CO)cc2)C1	-1%	-5%	9%	-1%	-3%	i	-1%	x
CCOC(=O)N1CCN(C(=O)c2nc3ccccc3s2)CC1	6%	-14%	2%	-4%	-12%	0%	4%	-1%
CC(C)(C)OC(=O)N1CCC(CNC(=O)c2cccs2)CC1	7%	1%	x	0%	-1%	3%	2%	x
O=C(CSCc1c(Cl)cccc1Cl)Nc1ccccc1-c1ccccc1	16%	-5%	33%[activator]	3%	-5%	-10%	-5%	8%
C#CC[N+]1(CC#Cc2ccc(C#CC[N+]3(CC#C)CCOCC3)cc2)CCOCC1	-3%	-8%	14%	1%	-5%	17%	4%	1%
Cc1ccc(-c2nnc(N(C)C(=O)C3CCCO3)s2)cn1 (stereo not drawn)	3%	-2%	-2%	-2%	0%	1%	-6%	-2%
Cc1c(C(=O)N/N=C/c2ccc(N3CCOCC3)cc2)nc2ccccn12	2%	2%	x	-4%	-2%	-1%	0%	-8%
Cc1cccc(N2CCCn3c2nc2c3c(=O)n(CC(=O)OCc3ccccc3)c(=O)n2C)c1	-12%	4%	-5%	-1%	-5%	-15%	-3%	-5%
Cc1ccc(NNC(=O)CCc2ccccc2)c(C)c1	-1%	1%	-1%	-1%	-7%	-11%	u	9%[15.4 µM]
CCc1ccc(NC(=O)Nc2cccs2)cc1	34%[activator]	6%	-17%	-2%	-5%	-8%	u	2%
O=C(CCC1CCCN(C(=O)CC2=CCCCC2)C1)N1CCN(c2ccccn2)CC1 (stereo not drawn)	-5%	-4%	-6%	-1%	0%	0%	5%	0%
COc1cccc(OC)c1C(=O)Nc1ccc(S(=O)(=O)Nc2cc(C)nc(C)n2)cc1	3%	-19%	x	0%	1%	28%	12%	-2%
CC(=O)NC1=NN(C(C)=O)C(C)(c2ccc(Br)cc2)S1 (stereo not drawn)	0%	2%	-9%	0%	3%	-17%	-10%	-3%
O=C(Nc1cccc(CCc2ccccn2)c1)c1cc(F)c(F)cc1Cl	-6%	-1%[53 µM]	7%	-3%[53 µM]	-4%	4%	0%	0%
CC1(C)C(=O)Nc2ccccc2N1C(=O)CN1C(=O)c2ccccc2C1=O	-4%	-1%	0%	1%	-2%	-12%	-13%	-2%
Cc1sc(NC(=S)NC(=O)c2ccc(C(C)(C)C)cc2)c(C#N)c1C	2%	3%	x	-1%	-2%	-1%	-3%	-8%
Cc1ccc(S(=O)(=O)NCC(=O)N(CCc2ccccc2)CC(=O)NCc2ccco2)cc1	-3%	-9%	-2%	0%	8%	-6%	-6%	4%
O=C(Nc1ccc(-c2nc3ccccc3[nH]2)cc1)c1ccc(N2C(=O)CCC2=O)cc1	3%	-7%	8%	0%	6%	-2%	1%	0%
CCN(CC)CCCNC(=O)Cn1cc2c(n1)CCC(C)C2 (stereo not drawn)	-7%	-3%	-1%	2%	-4%	0%	12%	-5%
Cc1cccc(N2CCN(c3ccc(N4C(=O)CCCC4=O)cc3[N+](=O)[O-])CC2C)c1 (stereo not drawn)	-6%	3%	-17%	-2%	-1%	-3%	-14%	-8%
Clc1ccc(SCCCCN2CCNCC2)cc1	-7%	4%	-14%	3%	-2%	1%	4%	1%
COc1ccc(CNc2nc3ccccc3n2CCN2CCOCC2)cc1	9%	-4%	5%	2%	-5%	i	-8%	-3%
CCNC(=O)c1ccccc1NC(=O)c1cccc(S(=O)(=O)N2CCC(C)CC2)c1	2%	-3%	x	0%	-7%	i	-13%	-12%
Next section:
SMILES	GoLoco inh red	TRb SRC2 PPI	L3MBTL1 inh	TexasRed fluor	GAA spleen mod	RECQ1 helicase	GAA glycogen mod	GAA inhib
COc1ccc(Br)cc1C(=O)O	2%	2%	2%	-7%	3%	-3%	8%	-6%
Cc1cc(-n2c(SCC(=O)NCc3cccs3)nc3n[nH]c(C)c3c2=N)ccc1Cl	10%	-10%	8%	-2%	-1%	0%	14%	-12%
COc1ccc(-n2nnnc2SCC(=O)N2CCCc3ccccc32)cc1OC	7%	-3%	4%	1%	-8%	-4%	-5%	-3%
Cc1ccc(S(=O)(=O)N2c3ccccc3CC2C)cc1 (stereo not drawn)	-1%	-3%	22%	-1%	6%	-4%	-5%	7%
COc1cc(SC)ccc1C(=O)Nc1ccon1	1%	5%	6%	1%	2%	1%	2%	-7%
COc1ccccc1C(=O)Nc1ncc2c(n1)CC(c1ccco1)CC2=O (stereo not drawn)	-6%	4%	u	-22%	4%	u	-13%	-2%

This is a subset. The share of hits here may be higher or lower than overall.
